Screening data from PubChem BioAssay.
Tn6 DDE FP – disrupts Tn6 cyclic peptide binding to fibrin D-Dimer-E complex; P02675; Fibrin DD(E) TRITC-Tn6 fluorescence polarization displacement; inhibition, % at 8.3 µM; 370,000 tested, 0.21% active;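 active = inhibition above a per-campaign cutoff: mean of compounds within control limits plus 3 SD, cut at about 15% in these data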;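 also: 0% = median of all compound wells on the plate and 100% = blocking peptide control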
ARFGAP1 inh – rat ARFGAP1 inhibition; Q62848; Arfgap1-stimulated ARF1 GTP hydrolysis, GDP FP detection; inhibition, % at 16.5 µM; 360,000 tested, 0.26% active;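 active = inhibition above a per-plate limit, mean inhibition of low control wells plus 3 SD, cut at about 25% in these data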;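 also: 0% = DMSO wells with enzyme and 100% = wells lacking Arfgap1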
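Repeats: one replicate per compound; assay system: rat Arfgap1 catalytic domain, aa 1-136; times: enzyme reaction 120 min at 25 °C after 20 min preincubation; detection: FP of antibody-bound GDP Alexa 633 tracer, ex 620/em 688 nm; benchmarks: high control wells lacking Arfgap1, low control full reaction with DMSO; reagent: human ARF1(Δ1-17)-GTP substrate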
ADAM10 inh – inhibitors of human ADAM10; O14672; recombinant ADAM10, EDANS/DABCYL FRET peptide cleavage, 3 h; inhibition, % at 7 µM; 370,000 tested, 0.62% active;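 active = inhibition above a per-campaign cutoff equal to the mean of compounds falling between control-based bounds plus 3 SD, cut at about 20% in these data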;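 also: 0% = DMSO wells while the 100% control is not disclosed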
PLC-beta3 inh – inhibitors of human phospholipase C beta3; Purified PLC-beta3, fluorogenic substrate, fluorescence; inhibition, % at 12.2 µM; 370,000 tested, 0.18% active; in the data active = inhibition above about 11%;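 also: 0% = median of compound wells on plate and 100% = full blocker control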
DDE Tn7 FP inh – disrupts Tn7 cyclic peptide binding to fibrin D-Dimer-E complex; FP displacement of FITC-Tn7 peptide from fibrin DD(E); 0% = median of compound wells per plate; AID 720508; inhibition, % at 8.3 µM; 370,000 tested, 0.13% active;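 active = inhibition above the mean of compounds falling within the control limits plus 3 SD of them, cut at about 14% in these data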;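 also: 0% = plate median of compound wells and 100% = 10 µM Aha-Tn7 peptide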
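Also added: labelled Tn7 tracer, 0.1 µM; Assay system: human fibrin DD(E) protein; Amount: 2 µM fibrin DD(E); Schedule: 10 min compound pre-incubation, 3 h probe incubation at room temperature; Repeats: one replicate per compound; Read-out basis: percent inhibition; Measured by: fluorescence polarization of the labelled Tn7 tracer.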
TDP2 absorb – TDP2 (human) inhibition, absorbance primary screen; O95551; AID 720702; inhibition, % at 12.8 µM; recombinant TDP2, T5PNP hydrolysis, p-nitrophenol absorbance 415 nm; 370,000 tested, 0.34% active;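 active = inhibition above the mean of all tested compounds plus 3 SD, set per campaign, cut at about 25% in these data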;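 also: 0% = DMSO with enzyme and 100% = buffer with substrate but no TDP2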
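Assay system: recombinant human TDP2 / Reagent: T5PNP substrate at 5 mM, a TopII-DNA adduct mimic / Measured by: epi absorbance from released p-nitrophenol / Evaluation: % inhibition relative to enzyme-containing and enzyme-free wells / Control set: enzyme-free and DMSO wells / Replicates: each compound tested once, singlicate / Schedule: enzyme reaction with compound for 2 h at 37 °C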
ASAP1 GAP inh – ASAP1 ArfGAP inhibition; Q9ULH1; ASAP1-stimulated ARF1 GTP hydrolysis, GDP FP detection; inhibition, % at 16.5 µM; 360,000 tested, 0.19% active; AID 624377; in the data active = inhibition above about 25%;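 also: 0% = vehicle with enzyme and substrate and 100% = no enzyme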
SIAE primary – human SIAE inhibition, primary screen. SIAE FP-Rh probe binding, fluorescence polarization. inhibition, % at 9.66 µM. 370,000 tested, 0.69% active;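 active = inhibition above a cutoff: mean of compounds within the control limits plus 3 SD of those, cut at about 17% in these data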;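 also: 0% = plate median of compound wells and 100% = probe without SIAE protein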
PLC-gamma1 inh – PLC-gamma1 (human) inhibition, primary screen; P19174; purified PLC-gamma1, fluorogenic substrate, fluorescence; inhibition, % at 12.2 µM; 370,000 tested, 0.84% active; AID 720700; in the data active = inhibition above about 9.5%
Target sequence (P19174 whole entry, looked up): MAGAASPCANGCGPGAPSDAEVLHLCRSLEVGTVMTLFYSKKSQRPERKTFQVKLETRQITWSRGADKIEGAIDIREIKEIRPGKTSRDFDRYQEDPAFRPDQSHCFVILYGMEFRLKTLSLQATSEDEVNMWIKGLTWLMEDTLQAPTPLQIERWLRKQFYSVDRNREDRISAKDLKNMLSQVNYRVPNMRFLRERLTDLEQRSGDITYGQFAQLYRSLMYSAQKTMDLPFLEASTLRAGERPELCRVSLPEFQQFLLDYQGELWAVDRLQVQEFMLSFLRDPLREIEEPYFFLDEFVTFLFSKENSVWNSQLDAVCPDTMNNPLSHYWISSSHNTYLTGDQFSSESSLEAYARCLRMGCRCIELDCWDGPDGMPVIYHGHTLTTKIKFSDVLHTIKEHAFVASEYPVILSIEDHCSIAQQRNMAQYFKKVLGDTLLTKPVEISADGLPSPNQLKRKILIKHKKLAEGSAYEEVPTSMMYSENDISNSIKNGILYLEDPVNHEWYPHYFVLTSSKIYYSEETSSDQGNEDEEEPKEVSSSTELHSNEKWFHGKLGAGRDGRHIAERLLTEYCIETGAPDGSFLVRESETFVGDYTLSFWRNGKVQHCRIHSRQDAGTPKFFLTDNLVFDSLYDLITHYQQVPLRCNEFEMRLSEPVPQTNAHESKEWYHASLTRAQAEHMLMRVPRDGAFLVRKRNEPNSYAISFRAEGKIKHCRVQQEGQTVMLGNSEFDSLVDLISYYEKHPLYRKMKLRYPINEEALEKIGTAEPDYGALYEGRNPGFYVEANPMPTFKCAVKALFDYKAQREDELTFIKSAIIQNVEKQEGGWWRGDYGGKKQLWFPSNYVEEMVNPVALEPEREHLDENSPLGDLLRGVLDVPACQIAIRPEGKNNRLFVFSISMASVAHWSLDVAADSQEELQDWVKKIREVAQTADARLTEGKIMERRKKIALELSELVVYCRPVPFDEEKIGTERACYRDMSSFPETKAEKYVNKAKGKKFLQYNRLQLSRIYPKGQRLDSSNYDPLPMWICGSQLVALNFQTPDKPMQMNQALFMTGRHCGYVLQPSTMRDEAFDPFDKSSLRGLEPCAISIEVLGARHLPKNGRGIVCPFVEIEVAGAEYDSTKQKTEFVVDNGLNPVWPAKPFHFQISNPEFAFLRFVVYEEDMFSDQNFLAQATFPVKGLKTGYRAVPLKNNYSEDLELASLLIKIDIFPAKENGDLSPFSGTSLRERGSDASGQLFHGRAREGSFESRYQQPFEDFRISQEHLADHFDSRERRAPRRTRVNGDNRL
ADAM17 inh – inhibitors of human ADAM17 | recombinant ADAM17, EDANS/DABCYL FRET peptide cleavage | inhibition, % at 6.95 µM | 370,000 tested, 0.83% active;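 active = inhibition above the mean of compounds lying between control limits plus 3 SD, set per campaign, cut at about 8.5% in these data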;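 also: 0% = DMSO-only wells as the low control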
Numbers without * were called inactive; . = no result given.

Each structure is followed by: Tn6 DDE FP	ARFGAP1 inh	ADAM10 inh	PLC-beta3 inh	DDE Tn7 FP inh	TDP2 absorb	ASAP1 GAP inh	SIAE primary	PLC-gamma1 inh	ADAM17 inh
1) N#Cc1ccccc1S(=O)(=O)N1CCC(C(=O)Nc2cccc(C(=O)NC3CC3)c2)CC1
  1	7	0	-5	-5	11	-2	-1	1	-3
2) O=C(COc1ccccc1[N+](=O)[O-])Nc1ccc2c(c1)CCC2
  0	-6	-11	-8	0	2	1	4	3	-4
3) CC(=O)Nc1cccc(OCCCNS(=O)(=O)c2ccc(F)cc2)c1
  2	-6	-2	-6	7	-4	-12	-3	0	-2
4) CCc1ccccc1OCCCN1CCCC1
  12	8	-1	-4	4	11	0	0	2	-3
5) CCOC1=C2[C@@H](CN(S(=O)(=O)c3ccc(C)cc3)[C@H]2c2cccc3ccccc23)[C@H]2C(=O)NC(=O)[C@H]2C1
  0	0	-6	-9	4	2	9	4	-6	-1
6) CCn1c(C(O)c2ccccc2)nc2ccccc21 (configuration not stated)
  5	-5	-2	4	3	9	5	0	3	0
7) CCOc1ccccc1NC(=O)C1CCCCN1S(=O)(=O)c1ccccc1 (configuration not stated)
  -2	6	4	-4	-5	0	0	0	-14	2
8) CCOC(=O)Cc1c[nH]c(=S)[nH]c1=O
  0	6	7	2	-1	-24	5	-1	11*	5
9) O=C(CC(=O)Nc1ccc(Cl)cc1)N/N=C\c1cccc(F)c1
  3	3	-1	-3	3	10	-1	-6	0	0
10) O=c1cc(/N=C/c2coc3cc(Br)ccc3c2=O)[nH]c(=S)[nH]1
  -9	-2	-2	-11	9	-9	7	-8	-1	-5
11) C=CCn1c(=O)c2c(C)c(C)sc2n2c(Nc3ccccc3)nnc12
  -8	-3	7	1	3	3	0	2	0	-1
12) COc1ccc(C(=O)O)cc1F
  -10	15	8	3	8	-15	7	-4	0	-5
13) Cc1cc(=O)[nH]c2nnc(-c3ccc(Cl)cc3)n12
  5	-7	-6	-2	3	11	0	-3	1	-1
14) Cc1ccc(NC(=O)CN2C(=O)N/C(=C/c3cc(C)n(-c4cccc(C(=O)O)c4)c3C)C2=O)cc1
  -5	-22	-138	-104	-5	-11	-8	-5	-100	-53
15) CCN(CC)CCC(=O)N1c2ccccc2Sc2ccc(Cl)cc21
  -2	7	0	1	0	2	12	7	2	3
16) Cc1ccc(C(=O)O)cc1NC(=O)Nc1ccc2c(c1)OCO2
  -2	-12	2	2	-5	12	0	6	0	2
17) COc1ccc(C(=O)NCCc2ccccc2)cc1[N+](=O)[O-]
  11	-11	-3	-6	1	-11	2	-7	-2	-2
18) O=C(Nc1ccccc1Cl)c1cc(S(=O)(=O)N2CCOCC2)cs1
  7	5	0	1	8	-4	0	4	0	-2
19) O=C(CC(Nc1cccc(Cl)c1Cl)C(=O)O)c1ccccc1 (configuration not stated)
  2	-6	-8	5	4	0	3	-1	3	-2
20) COc1ccc2c(c1)CNC2CS(=O)(=O)NCc1ccccc1 (configuration not stated)
  2	.	-67	-34	-3	-2	.	2	-25	-18
21) COc1ccc(-n2nc(C(=O)NCC(=O)NCCCN3CCOCC3)c3ccccc3c2=O)cc1Cl
  2	6	-8	-152	4	-8	4	-1	-96	-4
22) Cc1ccc(CSc2nnc(-c3ccccc3)n2Cc2ccco2)cc1
  2	.	2	0	-5	-2	.	1	0	0
23) Cc1cc(Nc2ccccc2)nc(NCc2ccccc2)n1
  -2	-5	1	1	8	0	-6	-5	-3	-3
24) CN(Cc1ccccc1)Cc1nc2c([nH]1)c(=O)n(C)c(=O)n2C
  2	-5	-5	-1	3	-7	5	-6	-3	-1
25) C[C@@H]1CN([C@H](C)CO)C(=O)CCCn2nncc2CO[C@@H]1CN(C)C(=O)Nc1ccnc(N2CCOCC2)c1
  -5	-2	-21	2	-2	6	15	-3	1	-7
26) C/C(=C\c1ccccc1)CN1CCN(C)CC1
  10	19	4	-5	-3	10	7	-6	-1	-2
27) COc1ccc(-c2noc(CCC(=O)N3CCN(c4ccccc4C)CC3)n2)cc1
  11	-11	4	-3	4	3	-9	1	2	4
28) O=C(COc1ccccc1)Nc1ccc(CSc2ccccc2)cc1
  -2	6	-4	2	0	1	1	2	6	0
29) CC(=O)N1c2ccc(S(=O)(=O)N(C)c3cc(C)ccc3C)cc2CC1C (configuration not stated)
  3	-12	-8	-4	1	11	-8	10	0	-6
30) c1ccc(NCc2nnc3n2CCCCC3)cc1
  -1	-8	5	1	-3	5	-1	1	-1	-5

Filtered by structure: those above containing fluorine
Each structure is followed by: Tn6 DDE FP	ARFGAP1 inh	ADAM10 inh	PLC-beta3 inh	DDE Tn7 FP inh	TDP2 absorb	ASAP1 GAP inh	SIAE primary	PLC-gamma1 inh	ADAM17 inh
3) CC(=O)Nc1cccc(OCCCNS(=O)(=O)c2ccc(F)cc2)c1
  2	-6	-2	-6	7	-4	-12	-3	0	-2
9) O=C(CC(=O)Nc1ccc(Cl)cc1)N/N=C\c1cccc(F)c1
  3	3	-1	-3	3	10	-1	-6	0	0
12) COc1ccc(C(=O)O)cc1F
  -10	15	8	3	8	-15	7	-4	0	-5

Record cards, from the list above:
Profile of O=C(Nc1ccccc1Cl)c1cc(S(=O)(=O)N2CCOCC2)cs1 : Tn6 DDE FP = 7; ARFGAP1 inh = 5; ADAM10 inh = 0; PLC-beta3 inh = 1; DDE Tn7 FP inh = 8; TDP2 absorb = -4; ASAP1 GAP inh = 0; SIAE primary = 4; PLC-gamma1 inh = 0; ADAM17 inh = -2
Profile of CC(=O)N1c2ccc(S(=O)(=O)N(C)c3cc(C)ccc3C)cc2CC1C (configuration not stated) : Tn6 DDE FP = 3; ARFGAP1 inh = -12; ADAM10 inh = -8; PLC-beta3 inh = -4; DDE Tn7 FP inh = 1; TDP2 absorb = 11; ASAP1 GAP inh = -8; SIAE primary = 10; PLC-gamma1 inh = 0; ADAM17 inh = -6
Profile of c1ccc(NCc2nnc3n2CCCCC3)cc1 : Tn6 DDE FP = -1; ARFGAP1 inh = -8; ADAM10 inh = 5; PLC-beta3 inh = 1; DDE Tn7 FP inh = -3; TDP2 absorb = 5; ASAP1 GAP inh = -1; SIAE primary = 1; PLC-gamma1 inh = -1; ADAM17 inh = -5

Remaining list, next part.
Each structure is followed by: Tn6 DDE FP	ARFGAP1 inh	ADAM10 inh	PLC-beta3 inh	DDE Tn7 FP inh	TDP2 absorb	ASAP1 GAP inh	SIAE primary	PLC-gamma1 inh	ADAM17 inh
31) CC(C)c1nnc(NC(=O)CCS(=O)(=O)Cc2ccccc2)s1
  -7	0	-3	-1	0	12	-7	5	1	-1
32) COc1ccc(NC(=O)CSCC(=O)Nc2nnc(C3CC3)s2)cc1
  -9	9	-13	-13	-2	-11	-7	-2	0	-8
33) CCn1ncc(Br)c1C(=O)Nc1ccc(C(=O)OC(C)C)cc1
  2	4	12	2	4	-7	6	9	2	5
34) O=C(NCCOc1ccccc1Cl)c1ncn[nH]1
  -8	7	-3	3	2	13	0	-3	0	-2
35) Cc1ccc(Nc2nc(CSc3nnnn3-c3ccccc3)cs2)cc1
  -3	29*	15	-1	-6	2	1	-2	2	6
36) Cc1ccc(S(=O)(=O)ON2C(=O)c3ccccc3C2=O)c(C)c1
  4	1	-155	-22	-2	-2	3	2	-17	-53
37) CN(C)CCN1CCN(C2CN(C3CCCC3)S(=O)(=O)C2)CC1 (configuration not stated)
  -6	-12	-8	0	4	8	6	3	-1	-7
38) CN1CCN(C(=O)C2CCCN(S(=O)(=O)c3ccc(Br)cc3)C2)CC1 (configuration not stated)
  0	-4	-3	-3	-3	8	-7	0	1	-1
39) COc1ccc(-c2cccc(C(=O)Nc3ccccc3C)c2)cc1
  -3	0	-2	3	0	7	-5	4	1	0
40) CCOc1cc(Cl)c(CNCCCN2CCOCC2)cc1OC
  -7	1	-11	-1	6	8	7	-1	-1	-4
41) O=C(CNS(=O)(=O)Cc1ccccc1)NNc1ccccc1
  -1	4	-8	3	-1	5	2	4	-1	-3
42) Fc1ccc(NC(=S)N2CCn3cccc3C2c2cccnc2)cc1 (configuration not stated)
  5	5	-7	-14	3	-2	3	5	-7	-8
43) CN(CCC#N)C(=O)CSc1nnc(-c2ccco2)n1N
  -2	1	3	-3	-4	7	4	-2	0	-3
44) O=C(C1CC1)N1CCN=C1SCc1cccc(F)c1
  7	0	-9	6	2	0	1	-2	5	-4
45) O=C(CN1C(=O)NC2(CCCC2)C1=O)NCc1ccco1
  -5	-5	1	-5	-1	7	-9	7	-3	-2
46) CCCCOc1ccccc1NC(=O)CC1SC(=NCC)N(CC)C1=O (configuration not stated)
  10	-2	6	-1	1	-2	9	-4	-1	-1
47) COc1ccc(-c2nc(-c3cccnc3)no2)cc1
  3	-15	-5	-7	5	21	-1	0	2	-1

Rewritten bar-delimited: entries from further up.
item | SMILES | Tn6 DDE FP | ARFGAP1 inh | ADAM10 inh | PLC-beta3 inh | DDE Tn7 FP inh | TDP2 absorb | ASAP1 GAP inh | SIAE primary | PLC-gamma1 inh | ADAM17 inh
43 | CN(CCC#N)C(=O)CSc1nnc(-c2ccco2)n1N | -2 | 1 | 3 | -3 | -4 | 7 | 4 | -2 | 0 | -3
44 | O=C(C1CC1)N1CCN=C1SCc1cccc(F)c1 | 7 | 0 | -9 | 6 | 2 | 0 | 1 | -2 | 5 | -4
